MEX-5 binding = MEX-5 zinc finger RNA-binding disruptors – biochemical, C. elegans, fluorescence polarization, MLPCN library, primary screen; Zinc finger protein mex-5 (Caenorhabditis elegans), Q9XUB2; MEX-5/FITC-TCR2 RNA binding; active compounds read low; activity score (negative = inhibition of binding), % at 10 µM; hit rate 0.38% among 300,000; AID 1832, 2009;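 active = inhibition past about -25% in most replicates, and total fluorescence under double the plate's negative control median, limit read from the data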;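 note: 0% = DMSO and -100% = 5 µM competing unlabeled TCR2 RNA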
Numbers without * were called inactive.

SMILES	MEX-5 binding
CN1/C(=C\C=C2C(=O)NC(=S)NC2=O)C(C)(C)c2ccccc21	2.9
O=c1oc2ccccc2c(O)c1C(c1ccc([N+](=O)[O-])cc1)c1c(O)c2ccccc2oc1=O	-3.5
CCOC(=O)c1c(N)n(Cc2ccc(OC)cc2)c2nc3ccccc3nc12	0.8
c1ccc(-c2ccc(-c3n(-c4ccccn4)c4ccccc4[n+]3-c3ccccn3)cc2)cc1	-1.6
N[C@@H](Cc1c[nH]c2ccccc12)c1nnc(SCc2ccc(F)cc2)o1	2.0
C1CNC2NCCNC2N1 (stereo not given)	-1.6
CCCCN1C(=O)/C(=C/C=C/c2ccco2)C(=O)NC1=S	1.5
Nc1ccccc1C(=O)OCC(=O)N1CCc2ccccc21	0.4
O=c1[nH]sc2cc(F)ccc12	0.5

Molecules shown so far that contain four or more nitrogen atoms (four):
SMILES	MEX-5 binding
CCOC(=O)c1c(N)n(Cc2ccc(OC)cc2)c2nc3ccccc3nc12	0.8
c1ccc(-c2ccc(-c3n(-c4ccccn4)c4ccccc4[n+]3-c3ccccn3)cc2)cc1	-1.6
N[C@@H](Cc1c[nH]c2ccccc12)c1nnc(SCc2ccc(F)cc2)o1	2.0
C1CNC2NCCNC2N1 (stereo not given)	-1.6

Compound activity as filed in PubChem.

These rows are one share of the data; rates above refer to the full screens.
